PRMT1 FP inh: blocks human protein arginine methyltransferase 1. Q99873. recombinant PRMT1, activity-based probe fluorescence polarization. inhibition, % at 2.79 µM. actives 1.3% (n = 370,000). AID 652257;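 active means inhibition above about 21% made by adding two undisclosed values, limit read from the data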
Target sequence (Q99873 whole entry, looked up): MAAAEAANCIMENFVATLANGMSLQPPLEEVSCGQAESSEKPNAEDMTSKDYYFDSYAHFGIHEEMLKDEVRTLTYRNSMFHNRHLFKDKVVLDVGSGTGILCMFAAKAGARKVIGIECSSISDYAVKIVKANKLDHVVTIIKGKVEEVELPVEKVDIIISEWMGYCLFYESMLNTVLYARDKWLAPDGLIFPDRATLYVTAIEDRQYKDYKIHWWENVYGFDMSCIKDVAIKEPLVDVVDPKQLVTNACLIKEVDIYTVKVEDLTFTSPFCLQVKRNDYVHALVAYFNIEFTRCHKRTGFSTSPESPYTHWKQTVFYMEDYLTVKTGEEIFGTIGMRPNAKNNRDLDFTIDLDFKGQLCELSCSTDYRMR
HTRA1 inhibitor: inhibitors of human serine peptidase HTRA1; Q92743; recombinant HTRA1, FP-rhodamine activity-based probe, fluorescence polarization; inhibition, % at 5.96 µM; actives 0.5% (n = 340,000); AID 504803; in the data active means inhibition above about 36%;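 further: 0% = enzyme with DMSO and 100% = wells lacking enzyme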
SIAE inh: blocks human sialic acid acetylesterase; Q9HAT2; SIAE FP-Rh probe binding, fluorescence polarization; inhibition, % at 9.66 µM; actives 0.69% (n = 370,000);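 active means inhibition above a cutoff: mean of compounds within the control limits plus 3 SD of those, cut at about 17% in these data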;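 further: 0% = plate median of compound wells and 100% = probe without SIAE protein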
UHRF1 MBD2 ctr: blocks human UHRF1 binding to methylated DNA | UHRF1 binding to methylated oligo, TR-FRET | inhibition, % at 4.4 µM | actives 0.75% (n = 370,000) | AID 687016; in the data active means inhibition above about 21%;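 further: UHRF1 SRA domain binding a hemimethylated CpG hairpin DNA probe; 0% = median of test compound wells and 100% = reference inhibitor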
TDP2 absorb: blocks human TDP2 phosphodiesterase activity; inhibition, % at 12.8 µM; AID 720702; O95551; recombinant TDP2, T5PNP hydrolysis, p-nitrophenol absorbance 415 nm; actives 0.34% (n = 370,000);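 active means inhibition above the mean of all tested compounds plus 3 SD, set per campaign, cut at about 25% in these data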;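 further: 0% = DMSO with enzyme and 100% = buffer with substrate but no TDP2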
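Assay system: Recombinant human TDP2 | Quantity: 120 nM TDP2 per well | Incubation: 2 h at 37 °C | Signal: Epi absorbance | Evaluation: Percent inhibition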
PG9 Ab binder: binds the HIV-1 gp120 antibody PG9. TR-FRET gp120-PG9 antibody binding. inhibition, % at 6.7 µM. actives 0.43% (n = 360,000); in the data active means inhibition above about 8.5%
TCR-CD3 inh: human TCR-CD3 binding inhibition; TAMRA-labeled TCR probe fluorescence, biochemical; inhibition, % at 9.4 µM; actives 0.37% (n = 360,000); AID 651800; in the data active means inhibition above about 19%;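 further: recombinant mutant TCR 2C K166C tagged with TAMRA read by polarization; 0% = receptor in buffer alone and 100% = receptor with positive control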
Tn7 DDE FP: inhibitors of Tn7 peptide binding to human fibrin DD(E). FP displacement of FITC-Tn7 peptide from fibrin DD(E); 0% = median of compound wells per plate. inhibition, % at 8.3 µM. actives 0.13% (n = 370,000). AID 720508;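 active means inhibition above the mean of compounds falling within the control limits plus 3 SD of them, cut at about 14% in these data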;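 further: 0% = plate median of compound wells and 100% = 10 µM Aha-Tn7 peptide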
Target sequence (P02675 whole entry, looked up): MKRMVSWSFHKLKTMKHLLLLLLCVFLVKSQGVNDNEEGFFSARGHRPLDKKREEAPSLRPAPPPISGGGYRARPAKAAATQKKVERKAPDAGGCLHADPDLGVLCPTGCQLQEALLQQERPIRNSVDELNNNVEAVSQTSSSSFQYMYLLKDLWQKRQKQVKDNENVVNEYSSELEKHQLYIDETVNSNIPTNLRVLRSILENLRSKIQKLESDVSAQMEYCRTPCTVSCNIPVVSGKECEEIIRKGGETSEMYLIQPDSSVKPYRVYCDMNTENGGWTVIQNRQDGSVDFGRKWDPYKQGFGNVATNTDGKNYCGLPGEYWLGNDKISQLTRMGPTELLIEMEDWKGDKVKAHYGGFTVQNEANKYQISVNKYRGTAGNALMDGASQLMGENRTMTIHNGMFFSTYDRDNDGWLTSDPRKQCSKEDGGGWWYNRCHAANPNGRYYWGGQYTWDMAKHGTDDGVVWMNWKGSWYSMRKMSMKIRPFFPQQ
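system = human fibrin DD(E) protein | quantity = DD(E) 2 µM final | medium = Tris/NaCl/CaCl2 buffer, pH 7.8 | also added = labelled Tn7 tracer, 0.1 µM | compound dosing = single point at 8.3 µM | timing = compound with protein 10 min, then 3 h after probe, room temperature | signal = FP measurement | benchmarks = Aha-Tn7 high control | repeats = one replicate per compound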
LEDGF integ inh: blocks HIV-1 LEDGF/p75-dependent DNA integration | inhibition, % at 3.7 µM | TR-FRET IN-LEDGF/p75 DNA integration, Eu/Cy5 | actives 0.64% (n = 370,000);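 active means inhibition above the screen-wide mean plus 3 SD, cut at about 13% in these data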;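 further: signal is the Cy5 over europium emission ratio at 671 and 618 nm; 0% = plate median of compound wells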
ABHD4 inh: inhibitors of mouse ABHD4. purified mABHD4, FP-Rh probe fluorescence polarization. Q8VD66. inhibition, % at 8.92 µM. actives 0.54% (n = 370,000). AID 720543;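 active means inhibition exceeding the mean over every tested compound plus 3 SD, cut at about 30% in these data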;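 further: 0% = plate median of compound wells and 100% = S159A mutant with DMSO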
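system = mouse ABHD4 enzyme, wild type | medium = HEPES pH 7.0, NaCl, Pluronic buffer | also added = FP-Rh probe | incubation = Enzyme–compound pre-incubation 45 min, then probe 60 min, both 25 °C | technique = fluorescence polarization, excitation 525 nm, emission 598 nm, BODIPY TMR filters | controls = S159A mutant high control, sample median low control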
* = called active by the depositor; · = not tested or not shown.

TCR-CD3 inh,UHRF1 MBD2 ctr,LEDGF integ inh,TDP2 absorb,ABHD4 inh,HTRA1 inhibitor,SIAE inh,Tn7 DDE FP,PG9 Ab binder,PRMT1 FP inh,SMILES
·,1,-2,5,-22,·,10,-3,·,9,CC(c1c[nH]c2ccccc12)c1c(-c2ccccc2)n(C)c2ccccc12 (configuration not stated)
-2,1,2,-8,5,·,7,-3,-2.5,-2,CCN(CC)C(=N)/C(C#N)=N/Nc1ccccc1
-9,-6,-2,-2,-21,-26,-33,2,0.3,2,CCOC(=O)c1ccccc1OCc1cc(/C=N/NC(=O)c2ccncc2)ccc1OC
4,-3,3,1,2,0,1,-5,0.0,0,O=C(COC(=O)C1CCN(S(=O)(=O)c2cccs2)CC1)Nc1ccc(F)c(F)c1F
8,-1,-1,8,-6,-10,-3,3,0.1,-4,O=C(NC1CCOC1)c1cc(COc2cccc(C(F)(F)F)c2)on1 (configuration not stated)
·,3,3,-1,-11,·,5,2,·,2,CCN=C1S/C(=C/c2cc(C)n(-c3ccc(Cl)cc3F)c2C)C(=O)N1CC
·,3,-3,5,5,·,2,-3,·,2,CCc1csc(N2[C@H](CN(CCOC)S(=O)(=O)c3ccccc3[N+](=O)[O-])[C@H](c3ccccc3)[C@@H]2CO)n1
6,-1,-4,-8,-5,-19,-16,6,1.9,0,Cc1ccc(CSc2nnc(NC(=O)Cn3cnc4ccccc4c3=O)s2)cc1
-2,-1,0,11,15,2,-4,-5,1.2,2,O=C(c1cccnc1)N1CCN(Cc2ccc3c(c2)OCO3)CC1
7,-2,-2,4,0,7,7,1,-0.5,0,CCCCN(CC)Cc1ccc(CNC(=O)Nc2ccc(OC)cc2OC)o1
-11,6,-1,6,2,0,-3,-4,1.2,6,O=C(NCCC1CCCCN1S(=O)(=O)c1cccs1)C(=O)Nc1ccc(F)cc1F (configuration not stated)
4,-5,-2,-15,10,9,6,2,0.3,2,CC(=O)N/C(=C\c1ccccc1)C(=O)Nc1ccc(O)cc1
-3,0,0,4,0,6,-7,-1,0.6,-2,CCOc1ccc2nc(Cl)c(C3CC(c4ccccc4)=NN3C(=O)c3cccs3)cc2c1 (configuration not stated)
2,3,-2,-5,7,1,-2,5,-3.2,-3,CCn1cc(CN2CCC(n3nccc3NC(=O)c3ccc4c(c3)OCO4)CC2)c(C)n1
0,4,-2,-1,5,2,-2,1,-0.6,4,CC(=O)Nc1ccc(NC(=O)C(C)OC(=O)/C=C/c2cnc3ccccc3n2)cc1 (configuration not stated)
4,-3,-2,19,8,12,3,0,-2.2,0,CCc1cc(=O)oc2cc(O[C@@H]3O[C@H](CO)[C@@H](O)[C@H](O)[C@H]3O)c(Cl)cc12
1,0,-2,10,-1,1,6,8,-0.5,7,Cc1cccc(C(=O)OCCN2CCOCC2)c1
-9,1,6,-15,-34,-7,-5,-3,-1.6,11,COc1cc(/C=N/NC(=O)c2cc(-c3cccc(OC(C)C)c3)nc3ccccc23)ccc1O
1,0,1,-1,-2,0,6,-3,-0.8,-3,CCOCCCn1c(=S)[nH]c2cc(C(=O)NCC(OC)OC)ccc2c1=O
-8,11,-3,-1,5,-5,2,-3,-0.1,-2,O=C(NCC(=O)N1CCN(C/C=C/c2ccccc2)CC1)c1ccc(OC(F)F)cc1
-13,0,2,-7,-18,·,1,-1,-1.0,-3,CSc1ccc(NC(=O)C2(C)CCN2C(=O)c2ccccc2CCc2ccccc2)cc1 (configuration not stated)
6,-2,2,9,7,8,13,-3,-1.3,3,Cc1ccc(S(=O)(=O)NNC(=O)c2ccncc2)cc1[N+](=O)[O-]
2,0,-4,-20,3,8,-1,-3,-1.9,3,O=C(NNC(=S)Nc1cccc(C(F)(F)F)c1)c1cccc(Cl)c1
9,-1,2,15,-1,-8,7,7,-1.2,-3,Cc1ccc(NC(=O)CN2CCN(CCN=CC3=C(O)CC(c4ccc(C)cc4)CC3=O)CC2)cc1 (configuration not stated)
-5,0,-1,-1,2,-3,6,-7,-1.6,3,Cc1ccccc1Nc1nc(N)nc(CN2CCN(Cc3ccc4c(c3)OCO4)CC2)n1
-6,1,3,-15,-13,3,-5,6,2.3,3,Cc1ccc(C(=O)NC(=S)N2CCN(C)CC2)cc1
2,1,1,-6,-1,0,0,7,-2.5,2,C/C(=N\NC(=O)c1ccncc1)c1cccc(NC(=O)c2ccc(Cl)s2)c1
8,-2,0,-11,10,-5,-4,0,-1.6,1,CCN(CC)c1ccc(C=Nc2ccc(C)cc2)c(O)c1
2,2,1,-3,6,-3,2,-6,-1.0,0,CCC1(c2ccccc2)NC(=O)N(CC(=O)NCCN2C(=O)S/C(=C\c3cccnc3)C2=O)C1=O (configuration not stated)
-3,2,-2,2,0,-9,-19,-4,-1.4,7,COc1ccc(C(=O)NNC(=O)C(NC(=O)c2ccccc2NC(=O)c2ccco2)C(C)C)cc1 (configuration not stated)
-13,5,3,1,0,-8,0,-2,1.1,6,CCOC(=O)c1cnc(-n2nc(C)cc2C)nc1N(C)C
-6,0,1,6,2,-5,2,-1,0.0,2,Cc1ccc(/C=C(/C#N)C(=O)NC(C)c2ccccc2)o1 (configuration not stated)
-2,-2,-2,-1,32*,29,19*,-3,0.4,2,Nc1cc(Cl)nc(N/N=C/c2c(O)ccc3ccccc23)n1
-1,4,-1,-7,1,4,2,-4,0.0,3,CCn1nnnc1SCC(=O)c1cc(Cl)ccc1OC
-1,-1,1,5,-1,-8,-1,3,-0.2,2,O=C(c1ccc2nc[nH]c2c1)N1CCN(S(=O)(=O)c2cccc(Cl)c2)CC1
-6,3,3,-6,-9,-11,0,1,1.4,13,CCN1CCN(c2nc3c(C)cccn3c(=O)c2/C=C(\C#N)S(=O)(=O)c2ccc(C)cc2)CC1
-3,0,1,14,0,8,-4,6,0.7,-1,COCCCNC(=O)CNC(=S)N(Cc1ccccc1)Cc1cccnc1
-1,-2,1,-8,-16,-48,-9,-6,-0.6,9,Cc1cc2nc(-c3ccc(SCc4ccccc4C#N)nc3)[nH]c2cc1C
-4,12,0,-5,0,6,-3,6,0.0,3,Cn1c(=NC(=O)c2ccccc2[N+](=O)[O-])sc2cc(S(C)(=O)=O)ccc21
-3,-3,0,3,-7,-10,-7,2,1.6,1,CCOc1ccc(-n2c(C)cc(/C=C3/C(=N)N4C(=NC3=O)SN=C4S(C)(=O)=O)c2C)cc1
-1,-1,2,11,3,0,-1,3,-0.7,-4,CCn1cc(CN2CCC(C(=O)Nc3cccc(-c4cccc(F)c4)c3)CC2)cn1
0,1,-3,5,-3,-9,6,3,-1.2,0,O=C(CCSCc1ccc(Cl)cc1)NCCc1ccccc1
-5,-1,-1,-7,-2,0,-2,-3,-2.7,-5,Cc1cn([C@H]2C[C@H](O)[C@@H](CCC(=O)NCCCn3ccnc3)O2)c(=O)[nH]c1=O
-6,-2,8,-5,-7,·,5,8,1.1,-5,CN(Cc1ccco1)C(=O)[C@@H](Cc1ccccc1)NC(=O)[C@H]1O[C@@H](n2ccc(=O)[nH]c2=O)[C@H](O)[C@@H]1O
-2,1,-2,0,-2,2,-7,6,2.7,-1,Cc1nn(Cc2c(F)c(F)c(F)c(F)c2F)c(C)c1NC(=O)c1c(-c2ccccc2)nn(-c2ccccc2)c1C
-2,1,5,-9,4,-4,4,-4,0.4,-3,Cc1ccc(S(=O)(=O)N(CC(O)CN2CCCC2)c2ccccc2)cc1 (configuration not stated)
-6,0,-8,-9,3,·,5,-1,-1.4,8,Cc1ccc(-c2c(C#N)c(N)n(-c3ccccc3C)c(=O)c2C#N)cc1
0,4,-1,8,0,6,9,5,-0.9,1,CN(CC(=O)Nc1ccc(Cl)cc1)C(=O)c1cccc(S(=O)(=O)N(C)C)c1
6,-4,3,10,0,0,9,1,-0.8,-2,O=C(COC(=O)c1ccc(F)cc1F)Nc1ccc2[nH]c(=O)[nH]c2c1
4,-1,-4,-13,7,3,5,-1,-0.3,-3,COc1ccc2[nH]c3c(c2c1)CC(C)NC3=O (configuration not stated)
10,0,4,3,6,-7,-2,3,0.6,-2,CC(C)CN(CC(C)C)C(=O)CN1c2cccc3cccc(c23)S1(=O)=O
5,-1,2,-2,-2,1,-1,-8,-0.7,1,CCCn1c2c(c(O)c(C(=O)NCc3ccccc3)c1=O)CCCC2
-1,-1,-4,-5,5,6,-4,1,-2.0,-1,O=C(NCC1CCCO1)C(=O)N/N=C/c1c(F)cccc1Cl (configuration not stated)

Four entries from above, tab-delimited:
structure	TCR-CD3 inh	UHRF1 MBD2 ctr	LEDGF integ inh	TDP2 absorb	ABHD4 inh	HTRA1 inhibitor	SIAE inh	Tn7 DDE FP	PG9 Ab binder	PRMT1 FP inh
O=C(c1ccc2nc[nH]c2c1)N1CCN(S(=O)(=O)c2cccc(Cl)c2)CC1	-1	-1	1	5	-1	-8	-1	3	-0.2	2
CCN1CCN(c2nc3c(C)cccn3c(=O)c2/C=C(\C#N)S(=O)(=O)c2ccc(C)cc2)CC1	-6	3	3	-6	-9	-11	0	1	1.4	13
COCCCNC(=O)CNC(=S)N(Cc1ccccc1)Cc1cccnc1	-3	0	1	14	0	8	-4	6	0.7	-1
Cc1cc2nc(-c3ccc(SCc4ccccc4C#N)nc3)[nH]c2cc1C	-1	-2	1	-8	-16	-48	-9	-6	-0.6	9
